# Pin1 inh: blocks the human prolyl isomerase Pin1; Potency, µM (titrated, usually from 115 µM), without a hit: at the highest dose activity, negative = inhibition, usual class: inhibitors; Pin1 FP peptide displacement, HiFluor488, 10 min; AID 504891; 0.009% of 390,000 active; active means well fitted inhibition curve with a large enough effect in the polarisation, with a control signal flat, not every such curve was filed as active; inconclusive means small, poorly fitted or top-dose-only effect, or effect the other way, or a change in a side signal; inactive means no such curve, though single readings can be large or run the other way; the % refers to the polarisation; further: on the % scale 0 is the no-effect control and ±100 the full control effect
# Target sequence (Q13526 whole entry, looked up): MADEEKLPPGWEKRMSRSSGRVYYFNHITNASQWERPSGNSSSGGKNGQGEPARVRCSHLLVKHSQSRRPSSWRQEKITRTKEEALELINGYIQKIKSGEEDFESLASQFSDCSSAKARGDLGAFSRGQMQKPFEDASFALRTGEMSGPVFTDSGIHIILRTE
# HP1b binding inh: HP1-beta chromodomain-methylated histone interaction inhibition. P83916. AID 540317. AlphaScreen HP1-beta / biotin-H3K9me3 peptide binding. Potency, µM (doses to about 114 µM), for inactives: top-dose activity change, negative = inhibition, actives largely listed as inhibitors. 0.56% of 390,000 active; further: nearly all actives have a fitted effect of over 70% in size; inactives centre near 23
# Target sequence (P83916 whole entry, looked up): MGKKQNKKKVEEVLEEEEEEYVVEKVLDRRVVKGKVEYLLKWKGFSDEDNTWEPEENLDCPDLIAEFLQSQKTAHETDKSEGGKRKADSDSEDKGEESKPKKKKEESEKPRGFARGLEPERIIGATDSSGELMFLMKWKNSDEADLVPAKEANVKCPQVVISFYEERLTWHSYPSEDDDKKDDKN
#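 AlphaScreen: HP1-beta (50 nM) preformed 30 min with biotin-H3(1-18)K9me3 peptide (50 nM) in PBS pH 7.4, 0.01% Tween-20. Compound added for 30 min at RT, then streptavidin donor/nickel chelate acceptor beads (10 ug/mL) for 30 min.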
# G9a inh: blocks human histone lysine methyltransferase G9a | Q96KQ7 | G9a H3K9 monomethylation, AlphaScreen, 2 h | Potency, µM (top dose mostly 102 µM), inactives show at the highest dose activity, negative = inhibition, hits mostly inhibitors | 8.8% of 350,000 active | AID 504332; further: on the % scale 0 is the no-effect control and ±100 the full control effect; nearly all actives have a fitted effect of over 75% in size
#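 Quantitative HTS format: methyltransferase activity on a biotin-tagged H3K9 peptide is measured by AlphaScreen, using a rabbit anti-monomethyl-H3K9 antibody with streptavidin donor and anti-IgG acceptor beads. Final levels are 20 nM enzyme, 500 nM peptide, 20 uM SAM; 2 h RT.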
# BLM inh: blocks DNA unwinding by human BLM helicase. recombinant BLM DNA unwinding, fluorescence dequenching. P54132. AID 2528. 0.2% of 350,000 active. Potency, µM (titrated, usually from 56.1 µM), inactives show at the top dose activity change, negative = inhibition, actives largely listed as inhibitors;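 further: plate controls were vehicle for no effect and no enzyme for full effect; nearly all actives have a fitted effect of over 35% in size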
# PGK inhibitor: blocks T. brucei phosphoglycerate kinase; P07378; PGK/GAPDH coupled, Kinase-Glo luminescence, 60 min; Potency, µM (top dose mostly 57.5 µM), for the others: top-dose activity change, negative = inhibition, hits mostly inhibitors; 0.043% of 380,000 active; further: on the % scale 0 is the no-effect control and ±100 the full control effect; nearly all actives have a fitted effect of over 60% in size
#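 Recombinant glycosomal PGK reaction used 1,3-bisphosphoglycerate generated in-well by GAPDH (100nM final) in 100mM TEA pH 7.6, 5mM MgCl2, 0.01% Tween-20. After 60 minutes at room temperature, ATP was read by Kinase-Glo Plus luminescence end-point.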
# GLS inh: inhibitors of human glutaminase (GLS); O94925; 0.21% of 410,000 active; GLS enzymatic activity, qHTS titration; Potency, µM (top dose mostly 45.5 µM), inactives show at the highest dose activity change, negative = inhibition, usual class: inhibitors; further: on the % scale 0 is the no-effect control and ±100 the full control effect
# Target sequence (O94925 whole entry, looked up): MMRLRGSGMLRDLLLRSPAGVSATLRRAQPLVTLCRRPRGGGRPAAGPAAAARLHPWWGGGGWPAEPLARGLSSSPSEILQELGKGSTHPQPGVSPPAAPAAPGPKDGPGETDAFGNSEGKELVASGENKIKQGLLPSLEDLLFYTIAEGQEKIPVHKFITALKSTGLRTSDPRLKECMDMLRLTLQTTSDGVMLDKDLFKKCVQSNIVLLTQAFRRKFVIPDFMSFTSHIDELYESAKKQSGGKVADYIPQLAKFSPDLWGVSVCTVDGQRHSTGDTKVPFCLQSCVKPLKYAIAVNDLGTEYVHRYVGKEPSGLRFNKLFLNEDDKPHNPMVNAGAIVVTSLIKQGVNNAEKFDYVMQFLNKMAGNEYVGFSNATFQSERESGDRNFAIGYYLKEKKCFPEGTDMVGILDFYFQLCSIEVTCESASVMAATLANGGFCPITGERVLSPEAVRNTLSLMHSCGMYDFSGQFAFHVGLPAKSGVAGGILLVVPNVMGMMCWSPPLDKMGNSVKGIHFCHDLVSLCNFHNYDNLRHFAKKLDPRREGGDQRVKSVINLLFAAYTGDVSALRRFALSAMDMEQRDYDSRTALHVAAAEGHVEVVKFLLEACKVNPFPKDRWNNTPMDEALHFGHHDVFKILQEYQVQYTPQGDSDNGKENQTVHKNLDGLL
#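 Glutamate formation by hKGA was monitored fluorometrically using coupled glutamate oxidase, HRP and Amplex Red. Substrate was added as 1 mM L-glutamine solution; incubation was 30 min at RT after an initial read.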
# Pol iota inh: blocks human DNA polymerase iota activity; 1% of 390,000 active; Pol iota fluorescent replication assay, 10 min; Q9UNA4; Potency, µM (titrated, usually from 115 µM), inactives show top-dose activity, negative = inhibition, actives largely listed as inhibitors
#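 Pol iota at 10 nM preincubated 15 min with compounds at room temperature; reaction started with fluorescent substrate, 50 nM final. Fluorescence read kinetically at 0 and 10 min; buffer-only wells as negative control.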
# BAZ2B inh: blocks human BAZ2B; Q9UIF8; AlphaScreen BAZ2B-H3K14Ac peptide displacement; Potency, µM (series often up to 114 µM), without a hit: at the highest dose activity change, negative = inhibition, hits mostly inhibitors; 4.4% of 360,000 active; AID 504333; further: on the % scale 0 is the no-effect control and ±100 the full control effect; nearly all actives have a fitted effect of over 60% in size
#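 AlphaScreen displacement of biotin-H3(5-23)K14Ac peptide (50 nM final) from BAZ2B (50 nM final) in PBS pH 7.4, 0.01% Tween-20; complex preformed 30 min RT, then compounds (top 110 uM) 30 min RT, beads 20 min dark.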
# JMJD2A Tudor inh: JMJD2A Tudor domain (human) inhibition; O75164; Potency, µM (doses to about 114 µM), without a hit: top-dose activity change, negative = inhibition, hits mostly inhibitors; AID 504339; AlphaScreen JMJD2A-Tudor / H3K4me3 peptide binding; 4.4% of 390,000 active; further: on the % scale 0 is the no-effect control and ±100 the full control effect; nearly all actives have a fitted effect of over 50% in size
# * = called active by the depositor; i = inactive; u = inconclusive; x = no result given; & = joins results of further samples; [ ] = dose if it differs, or a comment. Unless noted, the call rests on the fitted dose curve; in most records, active means well fitted curve in the direction sought with a large enough effect; inconclusive means small, poorly fitted or top-dose-only effect, or another doubt; inactive means no such curve, though single readings can be large; an effect the other way counts as inactive or inconclusive. Potency means the concentration at half of the fitted maximal effect. Some of the compounds tested. The share of hits here may be higher or lower than overall.
Pin1 inh	HP1b binding inh	G9a inh	BLM inh	PGK inhibitor	GLS inh	Pol iota inh	BAZ2B inh	JMJD2A Tudor inh	compound
-10%	50%[activator]	5%	-2%	-2%	11%	-1%	-21%	-1%	CC(=O)N1c2ccc(S(=O)(=O)N(C)C3CCCCC3)cc2CC1C (centres undefined)
-1%	13%	u	4%	-1%	1%	18%	4%	u	CCC(C)OC(=O)n1ccc(C(=O)Nc2nccs2)n1 (centres undefined)
-1%	22%	-38%[59 µM]	-3%	i	0%	-8%	-21%	-10%	O=C(NC1CCCCCC1)c1cc2n(n1)C(C(F)(F)F)CC(c1ccco1)N2 (centres undefined)
u	87%	0%[59 µM]	-2%	1%	10%	15%	28%	28%[57.1 µM]	O=c1sc(Nc2ccccc2)nc2ccsc12
-6%	24%	7%[59 µM]	-4%	-6%	-3%	-3%	8%	-16%	CN=C1CC(C)(C)CC(=O)/C1=C(/O)CCC(=O)NC
-2%	48%[activator]	3%	0%	-2%	3%	20%	1%	6%	Cc1cc(NC(=O)CSc2nc(C(C)(C)C)nc3ccccc23)no1
5%	29%	-16%[59 µM]	-5%	i	-5%	14%	-15%	-3%	COc1ccc(NC(=O)Cn2c(=O)n(Cc3ccccc3Cl)c(=O)c3cc(OC)c(OC)cc32)cc1
0%	45%[activator]	15%	-1%	-2%	9%	11%	-3%	2%[57.1 µM]	OCCSc1nc(-c2cccnc2)nc2ccccc12
-5%	18%	5%[0.501 µM]	x	-8%	-1%	3%&53%	4%	-30%	C=C[C@@H]1c2cc(C)ccc2N(S(=O)(=O)c2ccc(C)cc2)[C@H](c2ccc(OC(C)=O)cc2)C1(C#N)C#N
-1%	21%	17%	-4%	6%	4%	17%	2%	8%	CC(C)(C)CC(=O)Nc1nnc(SCC(=O)N2CCCCC2)s1
-2%	30%	4%	-1%	0%	0%	31%[activator]	-15%	2%	CCCn1c(SCC(=O)Nc2ccccc2OC)nnc1-c1ccco1
-3%	33%	-19%	2%	i	-3%	26%	-1%	0%	N#C/C(C(=O)N1CCOCC1)=C1/SC(Cc2ccc(F)cc2)C(=O)N1c1ccccc1 (centres undefined)
-1%	289%[activator]	431%[activator]	-8%	-9%	2%	9%	113%[activator]	157%[activator]	Cc1ccccc1OCCCn1c(=O)sc2ccccc21
76%[activator]	13%	-7%[59 µM]	-10%	8%	18%	-8%	-28%	-30%	Cc1cc(C)cc(NC(c2cccc(Cl)c2)c2nnc(-c3ccccc3)o2)c1 (centres undefined)
u	u	x	2%	-14%	-1%	u	40µM*	45µM*	COc1cc(/C=C2/C(=O)NN(c3cccc(Cl)c3)C2=O)cc(Br)c1O
3%	35%	6%[59 µM]	-2%	3%	-1%	-16%	1%	-4%	Cc1cc(C)cc(NC(=O)CCCc2nc(-c3ccccc3Cl)no2)c1
-3%	17%	13%[12.7 µM]	1%	0%	0%	-4%	-1%	-9%	Cc1cccc(OCC(=O)N2CCN(C(=O)Cc3ccccc3)CC2)c1
3%	58%[activator]	x	x	-10%	1%	8%&6%	x	2%	CCCCN1CC[C@H]2C=CC[C@@H](C(=O)Nc3ccc(Cl)cc3Cl)[C@H]2C1=O
-4%	12%	2%	4%	-2%	2%	126%[activator]	0%	-13%	CC(=O)CCc1ccc(OCC(O)CNCCOc2ccc(C)cc2)cc1 (centres undefined)
-8%	34%[activator]	0%	2%	-9%	4%	6%	9%	-23%	O=C(Nc1ncc(Br)s1)C1CCCN1S(=O)(=O)c1cccc2cccnc12 (centres undefined)
-16%	20%	41%	-1%	-1%	5%	38%[activator]	-13%	-14%	Cc1ccc(N(CC(=O)NCc2ccc3c(c2)OCO3)C(=O)CCC(=O)Nc2ccccn2)cc1
-2%	17%	-28%[12.7 µM]	-9%	-10%	0%	u	-37%	-36%	c1ccc2sc(NC3=NCN(Cc4ccc5c(c4)OCO5)CN3)nc2c1
-1%	-2%	2%[12.7 µM]	0%	-4%	-4%	36%[activator]	-3%	-7%	CC(C)(C)n1nc2c(c1NC(=O)COc1ccc3ccccc3c1)CS(=O)(=O)C2
-2%	22%	15%[59 µM]	-2%	-5%	-3%	24%	5%	-6%	COc1cccc(-n2nnc3c(=O)n(CC(=O)NC4CCCC4)cnc32)c1
3%	u	u	-7%	1%	10%	4%[58.9 µM]	32µM*	45µM*	CCc1ccc(N=c2c([N+](=O)[O-])nn(-c3ccccc3)n2O)cc1
-11%	42%[activator]	12%[12.7 µM]	x	0%	0%	-1%	-7%	-11%	COc1cc(C(=O)NCC(=O)NCCCSc2ccccc2)cc(OC)c1OC
6%	-2%	u	1%	-3%	-4%	-9%	4%	-24%	COc1ccc(C(c2sc3nc(C)nn3c2O)N2CCN(Cc3ccccc3)CC2)cc1OC (centres undefined)
-1%	135%[activator]	17%[12.7 µM]	-2%	i	1%	-19%	-2%	31%[57.1 µM]	COc1ccc(CCC(=O)N2CCc3ccccc32)cc1
-2%	16%	20%	1%	4%	16%	38%[activator]	-3%	-2%	COc1ccc(C2C(C#N)=C(N)N(N(C)C)C3=C2C(=O)CC(C)(C)C3)cc1 (centres undefined)
7%	46%[activator]	0%	-3%	i	-8%	-6%	-24%	15%[57.1 µM]	O=C(Nc1ccc(S(=O)(=O)N2CCCCC2)cc1)c1cnccn1
0%	24%	50µM*	-7%	6%	0%	2%	-15%	-4%	C/C(=N\OC(=O)c1ccccc1)c1c(C)nc2cc(C)ccn12
3%	11%	-3%[59 µM]	-5%	-1%	5%	23%	2%	-16%	CCc1cccc2c(=O)c(C(=O)NCCN3CCOCC3)c[nH]c12
0%	-2%	u	-2%	-2%	7%	u	-27%	-18%	O=C(C1CC(=O)N(c2ccc(F)cc2)C1)N1CCCCCC1 (centres undefined)
-1%	33%	-14%[59 µM]	-2%	-3%	-7%	3%	10%	3%	COc1cc2c(cc1NC(=O)CSc1nc3cc(Cl)ccc3s1)oc1ccccc12
0%	24%	1%[59 µM]	-1%	2%	16%	20%	-3%	-13%	O=[N+]([O-])c1ccc(S(=O)(=O)Nc2nnc(C3CCCCC3)s2)cc1
32%[activator]	11%	x	x	-4%	5%	11%	x	-21%	CCOC(=O)c1c(NC(=O)COC(=O)CCOc2cc(C)ccc2C)sc(C(=O)N(C)C)c1C
-2%	-10%	u	-9%	-2%	2%	1%	-30%	-31%	COc1ccc(C(=O)CC(Nc2ccc([N+](=O)[O-])cc2)c2ccc(Cl)cc2)cc1 (centres undefined)
-1%	35%[activator]	x	x	-2%	-1%	16%	x	46%[activator]	CCCCNc1ccc(C(F)(F)F)cc1S(=O)(=O)NCCc1ccc(F)cc1
-4%	43%[activator]	-1%	-6%	16%	-1%	19%	50µM*	-33%	CC1CCCCN1S(=O)(=O)c1ccc(C(=O)Nc2nnc(C3CC3)o2)cc1 (centres undefined)
9%	17%	-22%[12.7 µM]	4%	-8%	1%	-2%	-7%	-30%	O=C(C[n+]1cc2ccccc2c2ccccc21)c1ccccc1

# Some values from the results shown:
# Under PGK inhibitor, O=C(C1CC(=O)N(c2ccc(F)cc2)C1)N1CCCCCC1 (centres undefined) has the entry -2%
# Under PGK inhibitor, CCCCNc1ccc(C(F)(F)F)cc1S(=O)(=O)NCCc1ccc(F)cc1 has the entry -2%
# Under JMJD2A Tudor inh, COc1ccc(C(=O)CC(Nc2ccc([N+](=O)[O-])cc2)c2ccc(Cl)cc2)cc1 (centres undefined) has the entry -31%

# (list continues)
Pin1 inh	HP1b binding inh	G9a inh	BLM inh	PGK inhibitor	GLS inh	Pol iota inh	BAZ2B inh	JMJD2A Tudor inh	compound
-5%	22%	x	x	-6%	0%	-2%	x	-4%	COc1cc(Oc2ccccc2)nc(N)n1
-6%	9%	-9%	3%	-2%	-16%	23%	-29%	-12%	Cc1ccc(-c2nnc(N3CCN(CCO)CC3)c3ccccc23)cc1
-4%	15%	-11%[59 µM]	5%	-5%	12%	10%	u	1%	COc1ccccc1N1CCN(C(=O)/C=C/c2cccs2)CC1
4%	32%	-4%[59 µM]	-12%	i	-15%	188%[activator]	-4%	-20%	Cc1ccc2nc(-c3ccccn3)cc(C(=O)Nc3ccc4c(c3)OCO4)c2c1
-6%	17%	-18%[59 µM]	-1%	i	-3%	36%[activator]	-13%	-13%	COc1ccc(N2CCN(C(=O)CSc3nc(-c4ccccc4)no3)CC2)cc1
-2%	-5%	u	-6%	4%	u	168%[activator]	12%	-28%	COc1ccc(-c2[nH]ncc2/C=N/NC(=O)c2cc(Br)ccc2O)c(OC)c1
8%	-17%	7.9µM*	-1%	-3%	5%	47%[activator]	-11%	-10%	S=C(Nc1cc(Cl)ccc1Cl)Nn1cnnc1
6%	23%	18%	-4%	-6%	19%	19%	-5%	-5%	COc1ccccc1/C=C\C(=O)NCC(=O)N/N=C(\C)Cc1ccccc1
0%	3%	7%[59 µM]	-1%	-1%	0%	-14%	-1%	-11%	COc1ccc(CCNC(=O)c2cnn(-c3ccc(C)c(C)c3)c2NC(=O)c2ccco2)cc1OC
-2%	36%	x	-2%	-5%	-7%	-8%	-14%	7%	CCc1ccc(OC)c(S(=O)(=O)N2CCN(C(=O)c3ccco3)CC2)c1
3%	-34%	3%	-3%	-2%	1%	51%[activator]	1%	-9%	CC(Nc1n[nH]c(=O)[nH]c1=O)C(=O)N/N=C/c1cccs1 (centres undefined)
5%	40%[activator]	x	x	-8%	-9%	32%[activator]	x	5%	Cc1cnc(C(=O)OCC(=O)NC(C)c2ccccc2)cn1 (centres undefined)
-13%	33%	-5%	1%	-9%	0%	12%	-14%	-5%	COc1ccccc1C(=O)C1CCCN(Cc2cccc3nccnc23)C1 (centres undefined)
5%	29%	1%[12.7 µM]	-2%	x	1%	-10%	-1%	-9%	COc1ccc(CN2C(=O)c3ccccc3C2=O)cc1C(=O)O
1%	20%	5%	1%	-1%	2%	-29%	3%	-8%	CCOC(=O)c1[nH]c(C)c(C(=O)N2CCOCC2)c1C
